PGK inhibitor: qHTS Assay to Find Inhibitors of Phosphoglycerate Kinase; 380,000 tested, 0.043% active; AID 602233, 2012; Potency, µM (top dose mostly 57.5 µM), for the others: at the top dose activity change, negative = inhibition, usual class: inhibitors; PGK/GAPDH coupled, Kinase-Glo luminescence, 60 min; Phosphoglycerate kinase, glycosomal (Trypanosoma brucei brucei), P07378; further: potency means the concentration at half of the fitted maximal effect; on the % scale 0 is the no-effect control and ±100 the full control effect; nearly all actives have a fitted effect of over 60% in size
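Luminescent ATP detection (Kinase-Glo Plus) follows a 60-minute room-temperature incubation, with wells lacking PGK as controls. Buffer: 100 mM TEA (pH 7.6), 5 mM MgCl2, 0.01% Tween-20. Coupling enzyme GAPDH (100 nM final) supplies unstable 1,3-BPG in-well.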
HP1b binding inh: HTS for Inhibitors of HP1-beta Chromodomain Interactions with Methylated Histone Tails; Chromobox protein homolog 1 (Homo sapiens), P83916; AlphaScreen HP1-beta / biotin-H3K9me3 peptide binding; Potency, µM (titrated, usually from 114 µM), without a hit: top-dose activity change, negative = inhibition, usual class: inhibitors; 390,000 tested, 0.56% active; AID 540317, 2011; further: potency means the concentration at half of the fitted maximal effect; nearly all actives have a fitted effect of over 70% in size; inactives centre near 23
Target sequence (P83916 whole entry, looked up): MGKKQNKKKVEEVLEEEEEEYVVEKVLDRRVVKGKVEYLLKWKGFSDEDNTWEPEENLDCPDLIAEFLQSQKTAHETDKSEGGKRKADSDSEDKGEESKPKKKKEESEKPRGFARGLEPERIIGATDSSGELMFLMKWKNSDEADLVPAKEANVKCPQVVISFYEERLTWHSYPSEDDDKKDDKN
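AlphaScreen: HP1-beta (50 nM) preformed 30 min with biotin-H3(1-18)K9me3 peptide (50 nM) in PBS pH 7.4, 0.01% Tween-20. Compound added for 30 min at RT, then streptavidin donor/nickel chelate acceptor beads (10 ug/mL) for 30 min.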
PI4K2A inh: qHTS for small molecular inhibitors of PI4K2A. 420,000 tested, 0.13% active. purified PI4K2A, ADP-Glo luminescence, 1 h; hits give low values. Phosphatidylinositol 4-kinase type 2-alpha (Homo sapiens), Q9BTU6. activity change, negative = inhibition, % at 76.9 µM; in the data active means activity change below about -50%; inconclusive means mostly about -30% to -49%;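 further: -100% = wells without enzyme as full effect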
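ADP-Glo luminescence measured ADP generated by PI4K2A enzyme (4 ug/mL before mixing) with 1.2 mM PI substrate (pre-mix) and 300 microM ATP (pre-mix). Tris pH7.5 buffer with MgCl2, Triton X-100; 1 h reaction at ambient temperature.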
BAZ2B block: qHTS Assay for Inhibitors of BAZ2B. Bromodomain adjacent to zinc finger domain protein 2B (Homo sapiens), Q9UIF8. AlphaScreen BAZ2B-H3K14Ac peptide displacement. Potency, µM (highest dose often 114 µM), inactives show at the top dose activity change, negative = inhibition, actives largely listed as inhibitors. 360,000 tested, 4.4% active; further: potency means the concentration at half of the fitted maximal effect; on the % scale 0 is the no-effect control and ±100 the full control effect; nearly all actives have a fitted effect of over 60% in size
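AlphaScreen displacement of biotin-H3(5-23)K14Ac peptide (50 nM final) from BAZ2B (50 nM final) in PBS pH 7.4, 0.01% Tween-20; complex preformed 30 min RT, then compounds (top 110 uM) 30 min RT, beads 20 min dark.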
ERG Ets-DNA blk: qHTS for Small Molecule Inhibitors of the ERG Ets/DNA interaction. 370,000 tested, 0.028% active. fluorescence polarization, His-ERG Ets domain / labelled DNA. Potency, µM (top dose mostly 76.9 µM), inactives show at the top dose FP activity, negative = inhibition, actives largely listed as inhibitors. Transcriptional regulator ERG (Homo sapiens), P11308; active means well fitted inhibition curve with a large enough effect in the polarisation, with a control signal flat; inconclusive means small, poorly fitted or top-dose-only effect, or effect the other way, or a change in a side signal; inactive means no such curve, though single readings can be large or run the other way; the % refers to the polarisation;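 further: polarization taken with two DNA probes labelled with fluorescein and Texas red; potency means the concentration at half of the fitted maximal effect; % of control where 0% means no effect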
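His-tagged ERG Ets domain (1 uM in the protein solution; 300mM KCl, 50mM Tris-HCl, 1mM EDTA, 1mM DTT, pH 7.5) received compound, then a probe mix of 5 nM fluorescein-DNA and 100nM Texas-615-DNA. Fluorescence polarization was read for both dyes.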
JMJD2A Tudor inh: qHTS Assay for Inhibitors of JMJD2A-Tudor Domain | Lysine-specific demethylase 4A (Homo sapiens), O75164 | AlphaScreen JMJD2A-Tudor / H3K4me3 peptide binding | Potency, µM (series often up to 114 µM), for the others: top-dose activity change, negative = inhibition, usual class: inhibitors | 390,000 tested, 4.4% active; further: potency means the concentration at half of the fitted maximal effect; on the % scale 0 is the no-effect control and ±100 the full control effect; nearly all actives have a fitted effect of over 50% in size
GLS inh: qHTS for Inhibitors of Glutaminase (GLS); GLS enzymatic activity, qHTS titration; AID 624170, 2012; Potency, µM (highest dose often 45.5 µM), inactives show at the highest dose activity change, negative = inhibition, usual class: inhibitors; 410,000 tested, 0.21% active; Glutaminase kidney isoform, mitochondrial (Homo sapiens), O94925; further: potency means the concentration at half of the fitted maximal effect; on the % scale 0 is the no-effect control and ±100 the full control effect
Target sequence (O94925 whole entry, looked up, canonical isoform): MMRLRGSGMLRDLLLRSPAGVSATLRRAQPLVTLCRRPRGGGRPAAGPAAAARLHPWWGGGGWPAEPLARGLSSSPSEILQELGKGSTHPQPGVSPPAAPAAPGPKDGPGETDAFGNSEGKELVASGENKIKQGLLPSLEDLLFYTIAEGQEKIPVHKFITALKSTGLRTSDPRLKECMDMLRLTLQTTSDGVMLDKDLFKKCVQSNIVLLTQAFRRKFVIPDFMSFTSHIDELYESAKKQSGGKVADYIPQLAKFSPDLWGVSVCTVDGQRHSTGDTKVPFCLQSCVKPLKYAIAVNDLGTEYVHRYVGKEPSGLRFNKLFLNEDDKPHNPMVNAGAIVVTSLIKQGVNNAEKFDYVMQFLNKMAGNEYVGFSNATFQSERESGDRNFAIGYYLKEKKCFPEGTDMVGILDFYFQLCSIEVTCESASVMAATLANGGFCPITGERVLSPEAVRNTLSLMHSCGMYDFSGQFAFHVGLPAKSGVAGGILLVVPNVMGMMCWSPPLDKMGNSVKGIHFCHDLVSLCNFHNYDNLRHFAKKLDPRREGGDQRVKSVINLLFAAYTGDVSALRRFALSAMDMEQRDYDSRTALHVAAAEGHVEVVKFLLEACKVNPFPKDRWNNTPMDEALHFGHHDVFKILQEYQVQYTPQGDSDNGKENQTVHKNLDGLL
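Glutamate formation by hKGA was monitored fluorometrically using coupled glutamate oxidase, HRP and Amplex Red. Substrate was added as 1 mM L-glutamine solution; incubation was 30 min at RT after an initial read.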
G9a inh: qHTS Assay for Inhibitors of Histone Lysine Methyltransferase G9a; G9a H3K9 monomethylation, AlphaScreen, 2 h; 350,000 tested, 8.8% active; Histone-lysine N-methyltransferase EHMT2 (Homo sapiens), Q96KQ7; Potency, µM (titrated, usually from 102 µM), for inactives: at the highest dose activity, negative = inhibition, hits mostly inhibitors; further: potency means the concentration at half of the fitted maximal effect; on the % scale 0 is the no-effect control and ±100 the full control effect; nearly all actives have a fitted effect of over 75% in size
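Signal arises when biotinylated H3K9 peptide, once monomethylated, bridges streptavidin donor and antibody-captured acceptor beads. Enzyme at 20 nM was preincubated 15 min with test compounds; peptide 500 nM and SAM 20 uM then reacted for 2 h.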
Pin1 inh: qHTS Assay to Find Inhibitors of Pin1; Pin1 FP peptide displacement, HiFluor488, 10 min; Potency, µM (titrated, usually from 115 µM), for the others: at the top dose activity, negative = inhibition, actives largely listed as inhibitors; 390,000 tested, 0.009% active; AID 504891, 2011; active means well fitted inhibition curve with a large enough effect in the polarisation, with a control signal flat, not every such curve was filed as active; inconclusive means small, poorly fitted or top-dose-only effect, or effect the other way, or a change in a side signal; inactive means no such curve, though single readings can be large or run the other way; the % refers to the polarisation; further: potency means the concentration at half of the fitted maximal effect; on the % scale 0 is the no-effect control and ±100 the full control effect
Target sequence (Q13526 whole entry, looked up): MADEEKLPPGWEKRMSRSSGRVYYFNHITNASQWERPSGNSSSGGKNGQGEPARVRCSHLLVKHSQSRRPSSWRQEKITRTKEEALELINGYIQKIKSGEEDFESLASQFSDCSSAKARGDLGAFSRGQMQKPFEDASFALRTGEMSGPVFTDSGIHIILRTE
Starred values were filed as active, the others as inactive; i = inactive; u = inconclusive; x = no result given; & = joins results of further samples; [ ] = another dose, or the depositor's remark. Unless noted, the call rests on the fitted dose curve; in most records, active means well fitted curve in the direction sought with a large enough effect; inconclusive means small, poorly fitted or top-dose-only effect, or another doubt; inactive means no such curve, though single readings can be large; an effect the other way counts as inactive or inconclusive.

SMILES	PGK inhibitor	HP1b binding inh	PI4K2A inh	BAZ2B block	ERG Ets-DNA blk	JMJD2A Tudor inh	GLS inh	G9a inh	Pin1 inh
COc1cc(OC)cc(C(=O)Nc2cccc3ccccc23)c1	i	19.4%	-5.9	-21.6%	4.9%	-8.9%	1.2%	2.6%	-8.0%
COc1ccccc1OC(=O)CN1C(=O)c2ccccc2C1=O	-7.1%	19.7%	2.2	8.3%	-2.2%	0.0%	-0.1%	u	-0.3%
O=c1c2ccccc2cnn1Cc1nnc(-c2cccs2)o1	i	38.7%	-0.6	-33.9%	9.1%	-15.1%	-1.6%	-1.6%	2.2%
CN(C(=O)c1ccc2nc(N)sc2c1)c1ccccc1	-10.0%	23.2%	-1.5	10.6%	13.4%	-11.6%	0.2%	u	-13.5%
O=C(O)c1cc(-c2cccs2)nn1-c1ccccc1	3.0%	28.3%	-8.5	-37.5%	-2.5%	-4.2%	0.0%	44.7µM*	-0.8%
CCc1ccc(-n2c(=O)c3sc4ccccc4c3n(CC(=O)N(CC)Cc3ccccc3)c2=O)cc1	2.7%	52.4%[activator]	1.4	-14.6%	-15.4%	3.0%	5.3%	-0.7%[59 µM]	-3.4%
COc1cc(NC(=O)CCN2CCN(c3ccccc3F)CC2)cc(OC)c1	-9.4%	-2.8%	-5.1	-7.0%	x	-17.4%	1.7%	-1.0%	-14.8%
Fc1ccc(-c2nnc(SCc3ncc(-c4ccccc4)o3)n2CC2CCCO2)cc1 (centres undefined)	7.0%	60.8%[activator]	0.4	9.2%	8.7%	-21.6%	u	u	-8.0%
Cc1ccc(CNC(=O)CC(C)S(=O)(=O)c2cc3c(cc2C)NC(=O)CO3)cc1 (centres undefined)	-8.2%&-7.3%	37.9%&-14.6%[activator]	0.3&-1.7	-32.9%&-0.5%	-8.7%&0.7%	-19.0%&-15.5%	4.2%&-1.7%	0.0%[59 µM]	-4.7%&-2.5%
CCOc1ccc(S(=O)(=O)NCCc2cn3ccccc3n2)cc1	-5.3%	42.0%[activator]	-7.2	-5.5%	4.0%	-9.0%	7.6%	24.2%	-4.3%
COc1ccc(N2CCN(C(=O)CCS(=O)(=O)c3ccc(OC)cc3)CC2)cc1	-0.9%	27.9%	-0.9	3.3%	-4.9%	-13.1%	17.2%	u	3.5%
O=C(Nc1ccc(NC(=O)C23CC4CC(CC(C4)C2)C3)cn1)c1ccco1	i	29.4%	11.0	6.5%	8.2%	8.2%	-2.3%	3.1%	-3.7%
CCCN1C(=O)C(NC(C)=O)c2cc(OC)ccc21 (centres undefined)	-9.4%	50.1%	-14.0	-2.1%	-3.6%	-16.0%	-1.0%	-6.1%[0.0925 µM]	-7.2%
Nc1ccc(C23CC4CC(CC(CO)(C4)C2)C3)cc1	0.9%	20.8%	6.2	u	0.0%	-16.0%	25.8%	u	1.5%
Cc1cc(NC(=O)CSc2nnc(C(C)N(C)C)n2Cc2ccccc2)no1 (centres undefined)	i	20.2%	5.7	u	-1.5%	-10.2%[57.1 µM]	-9.0%	-6.5%[59 µM]	0.6%
Cc1ccc(N(CC(=O)NC2CCCC2)C(=O)CNC(=O)c2cccs2)c(C)c1	i	21.5%	-3.8	3.7%	u	-10.4%	-7.0%	u	3.3%
O=C(C1CCCN(S(=O)(=O)c2cccnc2)C1)N1CCn2c1nc1ccccc12 (centres undefined)	5.4%	64.6%[activator]	0.3	u	-3.5%	-4.9%	4.0%	-4.4%	0.9%
O=S(=O)(c1cccc2cccc(Cl)c12)N1CCCC1	-7.7%	48.3%[activator]	3.1	17.8%	-6.7%	19.9%	-9.2%	30.2%	0.2%
COc1ccc(-c2csc(N3CCC(c4ccccc4)C3)n2)cc1 (centres undefined)	-6.9%	23.2%	4.6	-2.0%[57.1 µM]	-6.5%	13.2%	2.9%	41.3%[0.501 µM]	-15.0%
CC(=O)Nc1cc(-c2ccc(F)cc2)[nH]n1	2.2%	47.5%[activator]	-0.1	-5.4%	9.8%	4.5%	6.1%	0.7%	1.4%
O=C(Nc1ccc(S(=O)(=O)Nc2nccs2)cc1)c1nn(-c2ccccc2)ccc1=O	u	50.6%[activator]	-29.5	u	-14.8%	10.9%	-1.6%	22.4µM*	-1.1%
Cc1cccc2cc(COC(=O)C3CCCO3)c(=O)[nH]c12 (centres undefined)	-8.9%	12.7%	-13.7	12.3%	-0.5%	-6.8%	2.2%	7.9%	4.6%
O=C(COC(=O)/C=C/c1ccc(Cl)cc1)Nc1cccc(S(=O)(=O)NC2=NCCCCC2)c1	-9.4%	19.2%	-0.6	x	4.3%	-23.1%	7.5%	x	27.1%
COc1ccc(CNC(=O)c2ccc3ccccc3n2)cc1	-1.0%	42.5%[activator]	0.3	8.3%	-13.3%	8.8%	-4.5%	43.8%	3.2%
COc1ccc(NC(=O)CN(c2cc(C)cc(C)c2)S(=O)(=O)c2c(C)n[nH]c2C)cc1	-6.8%	-9.4%	-12.3	6.0%	-0.2%	50.1µM*	20.9%	-16.3%	-5.7%
CN1C(N)=NC(=O)/C1=C/c1ccc(F)cc1	i	42.6%[activator]	2.2	11.3%	10.4%	-11.2%	-3.1%	x	-0.8%
COc1ccc(-c2[nH]ncc2CNC(C)CCn2cccn2)cc1F (centres undefined)	-1.9%	28.4%	-4.3	-0.8%	1.2%	-11.3%	0.6%	-9.1%	-7.6%
O=C(NCCC1=CCCCC1)c1ccc(CN2CCOCC2)cc1	i	45.1%	-1.2	8.3%	0.6%	-13.8%	-11.0%	5.1%[59 µM]	-0.3%
Cc1ccc(NC(=O)CN2C(=O)c3ccccc3Sc3ccc(C(=O)N4CCOCC4)cc32)cc1C	1.3%	-4.2%	-15.3	-8.3%	0.0%	-18.3%	5.3%	-3.2%[59 µM]	2.2%
CCCN(C(=O)c1cccc(S(=O)(=O)N2CCN(Cc3ccccc3)CC2)c1)C1CCS(=O)(=O)C1 (centres undefined)	-4.0%	22.7%	1.7	-39.0%	-5.9%	-5.5%	-3.6%	-21.7%	-12.8%

Brought forward from above: 2 compounds, then new ones.
SMILES	PGK inhibitor	HP1b binding inh	PI4K2A inh	BAZ2B block	ERG Ets-DNA blk	JMJD2A Tudor inh	GLS inh	G9a inh	Pin1 inh
Cc1ccc(NC(=O)CN2C(=O)c3ccccc3Sc3ccc(C(=O)N4CCOCC4)cc32)cc1C	1.3%	-4.2%	-15.3	-8.3%	0.0%	-18.3%	5.3%	-3.2%[59 µM]	2.2%
CCCN(C(=O)c1cccc(S(=O)(=O)N2CCN(Cc3ccccc3)CC2)c1)C1CCS(=O)(=O)C1 (centres undefined)	-4.0%	22.7%	1.7	-39.0%	-5.9%	-5.5%	-3.6%	-21.7%	-12.8%
CN1C(=O)c2ccccc2Sc2ccc(NC(=O)c3ccccc3F)cc21	10.4%	9.5%	-0.4	-8.1%	2.8%	-15.0%	0.7%	-1.8%[59 µM]	9.1%
Cc1ccc(S(=O)(=O)N(C)C)cc1NC(=O)COC(=O)C1=COCCO1	-5.9%	26.6%	-4.8	9.1%	-2.2%	-12.7%	-0.8%	-8.7%[59 µM]	2.6%
COc1cc(-c2noc(CN3CCN(c4ccccc4)CC3)n2)cc(OC)c1OC	i	26.1%	-3.1	u	6.7%	-22.2%	0.7%	u	0.3%
CCc1cccc(CC)c1N(COC)C(=O)Cn1c(C(C)O)nc2ccccc21 (centres undefined)	-8.8%	24.5%	-1.5	0.0%	x	-18.0%	4.5%	2.5%[2.33 µM]	-6.3%
O=C(NCCS(=O)(=O)N1CCN(c2cccc(Cl)c2)CC1)C1CC1	1.1%	19.2%	-3.1	2.7%	0.6%	-4.8%	0.0%	10.7%[0.501 µM]	-0.7%
Cc1ccc(C)c(C(C)NC(=O)c2ccc(Br)o2)c1 (centres undefined)	-3.3%	58.9%[activator]	9.4	9.9%	5.8%	-8.1%	-7.6%	50.1µM*	9.9%
O=C(O)C1=C[C@@H](c2ccccc2)C[C@@H](OCc2ccc(CO)cc2)O1	i	44.2%[activator]	-3.2	-7.9%	1.6%	-21.4%	3.1%	u	1.0%
CCSc1nnc(Cc2cc(=O)[nH]c(=O)[nH]2)n1-c1ccc(Cl)cc1	-2.6%	40.0%[activator]	2.2	-3.1%	-9.2%	9.9%	-5.5%	28.7%[12.7 µM]	-10.3%
Cc1ccccc1OCC(=O)NC(=S)Nc1ccc(N2CCCC2)cc1	-5.9%	11.1%	4.9	-7.5%	3.6%	-12.5%	11.8%	-50.3%	6.2%
COC(=O)c1sccc1NC(=O)Nc1cccc(C)c1C	-10.7%	43.6%[activator]	0.1	-1.3%	5.3%	-2.1%	-2.4%	27.1%	1.1%
Cc1cc(-c2ccccc2)[nH]c(=O)c1S(=O)(=O)c1ccc(Cl)cc1	-4.8%	19.7%	7.4	7.5%	6.2%	16.2%	0.9%	-12.8%	-0.1%

Screening results from PubChem.

Rows are unselected; 11% or so of the library scored in one or more.
